TPT1 inh – C. albicans TPT1 enzyme inhibition; recombinant caTPT1, FP RNA substrate dephosphorylation; inhibition, % at 5 µM; 300,000 compounds, 0.81% hits;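 active = inhibition above the mean of all tested compounds plus 3 SD, set per screening campaign, cut at about 24% in these data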;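 note: plate controls were DMSO alone for no effect and ferristatin control at 100 nM for full effect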
PP5 primary – blocks human protein phosphatase 5 activity; purified PP5c, OMFP substrate fluorescence; P53041; 320,000 compounds, 0.18% hits; inhibition, % at 6.7 µM;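 active = inhibition above the campaign's mean inhibition across all tested compounds plus 3 SD, cut at about 9.5% in these data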;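 note: 0% = DMSO only and 100% = 100 µM cantharidin control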
Target sequence (P53041 whole entry, looked up): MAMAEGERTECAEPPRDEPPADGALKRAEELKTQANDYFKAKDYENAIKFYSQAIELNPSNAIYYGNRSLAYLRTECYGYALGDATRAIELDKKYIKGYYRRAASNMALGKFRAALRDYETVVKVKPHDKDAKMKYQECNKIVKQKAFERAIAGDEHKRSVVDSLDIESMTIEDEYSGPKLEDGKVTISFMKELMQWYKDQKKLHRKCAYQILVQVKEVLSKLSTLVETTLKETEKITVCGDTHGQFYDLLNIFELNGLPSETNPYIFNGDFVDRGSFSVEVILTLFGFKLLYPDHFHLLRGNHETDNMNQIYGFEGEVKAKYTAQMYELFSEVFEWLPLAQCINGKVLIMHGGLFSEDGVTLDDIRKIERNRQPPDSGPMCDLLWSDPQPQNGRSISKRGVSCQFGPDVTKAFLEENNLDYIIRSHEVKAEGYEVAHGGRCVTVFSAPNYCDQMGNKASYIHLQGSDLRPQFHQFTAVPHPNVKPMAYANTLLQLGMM
JMJD2C inh – inhibitors of human GASC-1 (JMJD2C) demethylase; 330,000 compounds, 0.069% hits; inhibition, % at 2.35 µM; Q9H3R0; GST-JMJD2C(1-420) H3K9me3 demethylation, DELFIA europium;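 active = more than half of a compound's replicate wells show inhibition beyond 50%, single wells judged on their own value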;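 note: signal counts dimethyl H3K9 product captured on neutravidin plate; 0% = median of DMSO wells and 100% = 0.3 times that DMSO median; strong numbers were not always called active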
Efflux pump inh – inhibitors of Candida antifungal efflux pumps expressed in yeast. 330,000 compounds, 0.44% hits. inhibition, % at 10 µM. S. cerevisiae Candida pump triplex, Nile Red efflux;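 active = plate passing quality check with inhibition over a set limit, or well fluorescence over plate mean plus 4 SD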;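 note: Nile Red retained in pooled yeast measured as flow cytometry median fluorescence; 0% = buffer negative control and 100% = Enniatin B positive control; higher means more Nile Red kept so more efflux inhibition; some compounds called inactive have numbers as strong as hits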
proCasp7 act – counter-screen: procaspase-7 (human) activation | P55210 | activation, % at 8.5 µM | AID 463210 | 330,000 compounds, 0.093% hits | recombinant procaspase-7, Ac-DEVD-pNA absorbance 405 nm; D23A/D198A/D206A triple mutant, cannot self-cleave; scale: DMSO 0, 5 µM enzyme 100;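 active = percent activation above the screen-wide mean plus 3 SD, cut at about 25% in these data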
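Assay system: Uncleavable procaspase-7 mutant enzyme / Input: 2 µM procaspase-7 mutant as dispensed / Dosing: single nominal 8.5 µM compound dose, 0.8% DMSO final / Timing: 1 h enzyme–compound preincubation and 2 h substrate reaction, both 25 °C / Detection: p-Nitroaniline absorbance at 405 nm, read at 0 and 120 min / Replication: singlicate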
core dimer inh – blocks dimerization of HCV core protein; TR-FRET GST/Flag-core106 dimerization, 1536-well; inhibition, % at 5 µM; 300,000 compounds, 0.33% hits; AID 1899;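 active = inhibition above the mean of all tested compounds plus 3 SD, set per screening campaign, cut at about 45% in these data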
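assay system = GST-tagged and Flag-tagged HCV core protein residues 1-106 | controls = unlabelled core106 and no-GST-core106 wells | incubation = compound-protein-antibody incubation 4 h at 22.5 °C | probe or stimulus = Eu donor and XL665 acceptor anti-tag antibodies | read-out = % inhibition based on acceptor/donor emission ratio | signal = TR-FRET 671 and 617 nm emission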
PP1 counter – counter-screen for PP5 inhibitors: inhibitors of human PP1-alpha; P62136; inhibition, % at 6.7 µM; AID 2235; purified PP1alpha, OMFP fluorescence; 320,000 compounds, 0.9% hits;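 active = inhibition above the mean inhibition of all tested compounds plus 3 SD, computed separately for each screening campaign, cut at about 15% in these data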
Target sequence (P62136 whole entry, looked up): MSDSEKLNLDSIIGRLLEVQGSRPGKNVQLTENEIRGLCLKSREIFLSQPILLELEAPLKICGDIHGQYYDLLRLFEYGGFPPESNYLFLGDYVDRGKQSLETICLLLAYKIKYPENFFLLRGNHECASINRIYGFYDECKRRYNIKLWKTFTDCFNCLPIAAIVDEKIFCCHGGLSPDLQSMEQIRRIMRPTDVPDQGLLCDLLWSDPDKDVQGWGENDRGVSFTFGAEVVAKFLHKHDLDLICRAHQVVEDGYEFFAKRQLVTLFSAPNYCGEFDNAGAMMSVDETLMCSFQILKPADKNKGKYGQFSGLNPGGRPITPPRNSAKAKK
procasp3 activ – procaspase-3 (human) activation; P42574; recombinant procaspase-3 D3A, Ac-DEVD-pNA absorbance 405 nm; activation, % at 8.5 µM; 330,000 compounds, 0.11% hits; AID 463141;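 active = activation above the mean of all tested compounds plus 3 SD, cut at about 21% in these data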;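 note: 0% = DMSO alone and 100% = DMSO wells spiked with extra 5 µM PC-3 D3A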
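Compound: 8.5 µM single point, 0.8% DMSO / Material: Autoprocessing-dead procaspase-3 D3A mutant enzyme / Timing: 1 h preincubation plus 2 h reaction at 25 °C / Medium: Zinc-free HEPES/NaCl buffer with 0.01% Triton X-100 at pH 7.4 / Technique: 405 nm absorbance of p-nitroaniline, reads at 0 and 120 min / Repeats: one well per compound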
Fh CTSL1 inh – blocks F. hepatica cathepsin L1 in PFM18AAP counter-screen; recombinant F. hepatica cathepsin L1, Z-Leu-Arg-MCA fluorescence; inhibition, % at 5.96 µM; 300,000 compounds, 0.49% hits; AID 1906;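 active = inhibition above the mean of all tested compounds plus 3 SD, set per screening campaign, cut at about 17% in these data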;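 note: 0% = plate median of test compound wells and 100% = 1 µM Z-Phe-Ala-diazomethylketone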
The depositor's hits bear a star; x = not tested or not shown; & = joins results of further samples.

SMILES	TPT1 inh	PP5 primary	JMJD2C inh	Efflux pump inh	proCasp7 act	core dimer inh	PP1 counter	procasp3 activ	Fh CTSL1 inh
Cc1ccc(C2=NN(CCC(=O)NCc3ccc4c(c3)OCO4)C(=O)CC2)cc1	-5	3.6	-5	-0.2	6	0	-6	-1	1
COCCCNC(=O)C1CCN(C(=O)c2oc3cc4sc(N(C)C)nc4cc3c2C)CC1	0	-0.3	-22	0.0	7	1	-4	-6	-4
O=C1NC(c2ccccc2Br)=N/C1=C\c1ccco1	4	3.5	-4	0.7	-27	-10	2	-14	3
O=C(Nc1ccc(Cl)cn1)c1cccc2c(Br)cccc12	0	4.1	-14	0.2	1	16	0	2	1
COc1ccc(-c2cn3cccc(C)c3n2)cc1Br	-1	0.6	-12	-0.1	14	5	0	-2	-2
CCN(CC)C(=O)c1ccccc1NC(=O)c1ccccc1C	1	1.1	-14	0.8	5	-1	0	-12	1
COc1ccccc1N(CC(=O)N1CCN(c2ccccc2)CC1)S(=O)(=O)c1ccc(C)cc1	-4	0.8	-16	0.0	-1	6	7	1	-1
COc1ccccc1NS(=O)(=O)c1ccc(C)c(C(=O)NCCCN2CCCC2=O)c1	2	0.7	-20	0.1	-10	-8	5	4	5
O=S(=O)(c1cccs1)n1cnc2ccccc21	-2	1.4	7	-0.1	-1	-6	-1	4	-4
O=C(Nc1ccc2c(c1)CCCN2C(=O)c1ccco1)c1cc([N+](=O)[O-])ccc1Cl	4	1.0	-20	0.1	2	2	0	-5	-4
COc1ccc(S(=O)(=O)Cc2ccc(C(=O)NC(C)C)o2)cc1	1	3.6	4	0.1	4	1	-6	-5	3
CC1(C)CC(=O)C2=C(C1)OC(=O)CC2c1cccs1 (stereo unspecified)	-2	1.2	0	0.0	6	-1	-2	-8	-6
Cc1c(Cl)cccc1N(CC(=O)NC1CCCCC1)S(C)(=O)=O	1	1.9	1	0.0	2	1	0	1	-1
NC(=O)C1CCN(CCC(=O)Nc2ccc3c(c2)CCC3)CC1	-5	1.7	0	-0.2	-3	-2	0	0	-2
O=c1[nH]n(-c2ccccc2)c(=O)c2ccccc12	0	2.6	x	-0.1	7	-6	-5	6	0
CCc1cc(C(=O)N(CC)CC(=O)Nc2ccc(OC)cc2)sc1C	x	0.0	-6	0.2	0	x	1	-1	x
N#CC1=C(N)Oc2c(oc(CO)cc2=O)C1c1ccsc1 (stereo unspecified)	-7	5.4	2	0.1	1	6	-1	1	-2
Clc1ccc(-c2nc(N3CCOCC3)nc3ccccc23)cc1	0	2.2	-4	-0.1	-2	-2	0	0	0
CCOC(=O)c1sc(NC(=O)CCSC)nc1C	0	1.0	-4	-0.3	17	0	5	-3	-11
O=C(Nc1cccc([N+](=O)[O-])c1)c1ccn[nH]1	-2	-1.5	-9	0.0	6	1	-2	4	-5
CC(C)OC(=O)CSc1nnc(Cc2ccccc2)n1CC1CCCO1 (stereo unspecified)	1	-0.2	3	0.2	-11	-4	-4	-3	-3
CN(c1ccc(OCC(=O)Nc2nc3ccccc3s2)cc1)S(=O)(=O)c1ccccc1	0	-0.6	6	-0.2	-1	21	-1	2	-1
COc1ccc(C(=O)Nc2ccnn2C2CCN(C(=O)c3cnsn3)CC2)cc1	0	-0.4	7	0.0	11	3	1	3	0
O=C(Nc1cc(Cl)cc(Cl)c1)C1C2C=CC3(O2)C1C(=O)N(CCCN1CCOCC1)C3C(=O)NC1CCCCC1 (stereo unspecified)	-3	-2.4	18	-0.1	6	0	1	5	0
Cc1sc2ncnc(N3CCC(C(=O)NCC(=O)Nc4ccc(F)c(F)c4)CC3)c2c1C	0	2.3	1	-0.9	4	-1	-1	0	2

An excerpt from above in order of number of heavy atoms, descending.
SMILES	TPT1 inh	PP5 primary	JMJD2C inh	Efflux pump inh	proCasp7 act	core dimer inh	PP1 counter	procasp3 activ	Fh CTSL1 inh
O=C(Nc1cc(Cl)cc(Cl)c1)C1C2C=CC3(O2)C1C(=O)N(CCCN1CCOCC1)C3C(=O)NC1CCCCC1 (stereo unspecified)	-3	-2.4	18	-0.1	6	0	1	5	0
COc1ccccc1N(CC(=O)N1CCN(c2ccccc2)CC1)S(=O)(=O)c1ccc(C)cc1	-4	0.8	-16	0.0	-1	6	7	1	-1
COCCCNC(=O)C1CCN(C(=O)c2oc3cc4sc(N(C)C)nc4cc3c2C)CC1	0	-0.3	-22	0.0	7	1	-4	-6	-4
CN(c1ccc(OCC(=O)Nc2nc3ccccc3s2)cc1)S(=O)(=O)c1ccccc1	0	-0.6	6	-0.2	-1	21	-1	2	-1
O=C(Nc1ccc2c(c1)CCCN2C(=O)c1ccco1)c1cc([N+](=O)[O-])ccc1Cl	4	1.0	-20	0.1	2	2	0	-5	-4
Cc1ccc(C2=NN(CCC(=O)NCc3ccc4c(c3)OCO4)C(=O)CC2)cc1	-5	3.6	-5	-0.2	6	0	-6	-1	1
CC(C)OC(=O)CSc1nnc(Cc2ccccc2)n1CC1CCCO1 (stereo unspecified)	1	-0.2	3	0.2	-11	-4	-4	-3	-3
CCc1cc(C(=O)N(CC)CC(=O)Nc2ccc(OC)cc2)sc1C	x	0.0	-6	0.2	0	x	1	-1	x
NC(=O)C1CCN(CCC(=O)Nc2ccc3c(c2)CCC3)CC1	-5	1.7	0	-0.2	-3	-2	0	0	-2
N#CC1=C(N)Oc2c(oc(CO)cc2=O)C1c1ccsc1 (stereo unspecified)	-7	5.4	2	0.1	1	6	-1	1	-2
COc1ccc(-c2cn3cccc(C)c3n2)cc1Br	-1	0.6	-12	-0.1	14	5	0	-2	-2
CCOC(=O)c1sc(NC(=O)CCSC)nc1C	0	1.0	-4	-0.3	17	0	5	-3	-11
O=S(=O)(c1cccs1)n1cnc2ccccc21	-2	1.4	7	-0.1	-1	-6	-1	4	-4

2 of these compounds in a different format.
| compound | TPT1 inh | PP5 primary | JMJD2C inh | Efflux pump inh | proCasp7 act | core dimer inh | PP1 counter | procasp3 activ | Fh CTSL1 inh |
| --- | --- | --- | --- | --- | --- | --- | --- | --- | --- |
| COc1ccc(-c2cn3cccc(C)c3n2)cc1Br | -1 | 0.6 | -12 | -0.1 | 14 | 5 | 0 | -2 | -2 |
| CCN(CC)C(=O)c1ccccc1NC(=O)c1ccccc1C | 1 | 1.1 | -14 | 0.8 | 5 | -1 | 0 | -12 | 1 |

Next part
SMILES	TPT1 inh	PP5 primary	JMJD2C inh	Efflux pump inh	proCasp7 act	core dimer inh	PP1 counter	procasp3 activ	Fh CTSL1 inh
COCC(C)NC(=O)c1ccc2c(c1)S(=O)(=O)c1ccccc1C2=O (stereo unspecified)	-1	0.8	16	0.0	-5	-12	0	-1	-3
C=CCNC(=O)c1cc2c(C(F)(F)F)nn(C)c2s1	-4	1.8	0	-0.2	-1	-8	-2	2	-1
CN(CC(=O)Nc1ccccc1C(F)(F)F)C(=O)CC1OC(=O)c2ccccc21 (stereo unspecified)	-1	1.6	3	0.7	-2	-2	-1	2	-3
O=C(Nc1ccc(Oc2ccccc2)cc1)C1CC1	-1	0.5	5	0.1	3	-3	0	-3	1
Cc1ccc(S(=O)(=O)/N=C2/NC(=O)/C(=C/c3ccncc3)S2)cc1	-1	-2.2	-1	-0.3	3	-1	-5	10	-2
COc1ccc(C(=O)OCn2nnc3ccccc3c2=O)cc1OC	-3	2.8	-5	0.2	5	-1	2	6	-2
COc1ccc2[nH]c(=O)c(CN(C(=O)c3ccco3)C3CCCCC3)cc2c1	0	3.4	9	0.3	4	-2	2	7	0
O=C(NC1CCCC1)c1ccc(Br)c(S(=O)(=O)N2CCCCC2)c1	1	-0.2	-22	0.0	0	-8	-2	11	-3
COc1ccc(C2(C)ON(c3ccccc3C(F)(F)F)C2=O)cc1 (stereo unspecified)	x	0.9	3	0.1	2	x	-1	1	x
COc1ccc(Cl)cc1C(=O)Nc1ccc(S(=O)(=O)N2CCCC2)cc1	-2	3.5	15	0.2	2	7	1	1	-2
CC(C)N=c1c([N+](=O)[O-])nn(C)n1O	-1	-1.0	-44	0.0	12	-4	0	-8	-3
CCOC(=O)CSc1nnc2n(C3CCCCC3)c(=O)c3c4c(sc3n12)CCCC4	1	4.3	24&7	0.1	-9	7	3	3	-4
COc1ccc(CN(C#N)c2nc(SC)nc(N(C)C)n2)cc1	-4	-0.6	x	-0.1	0	7	-2	3	1
CC(=O)c1ccc(NC(=O)CSc2ccc(-c3sc(C)nc3C)nn2)cc1	1	4.0	12	0.1	-6	-7	-2	0	-3
Cn1ncc(N2CCN(C(=O)c3ccc(Cl)cc3)CC2)c(Cl)c1=O	-3	-1.7	1	-0.1	7	-2	0	7	3
CCOCC(=O)Nc1ccc(S(=O)(=O)Nc2ncccn2)cc1	1	0.9	2	0.1	-6	-1	-1	5	-4
O=C(Cc1ccccc1[N+](=O)[O-])Nc1cccc(S(=O)(=O)NC2=NCCCCC2)c1	0	-1.3	-7	-0.1	5	-1	-6	10	-1
Cc1ccc(C2CCN(C(=S)Nc3cccc(C)c3)C2)cc1 (stereo unspecified)	-1	2.0	0	0.0	-2	0	0	-6	6
Cc1ccc(Nc2c([N+](=O)[O-])cc(C(=O)N3CC(=O)Nc4ccccc43)cc2[N+](=O)[O-])c(C)c1	-3	0.2	0	0.0	-3	24	5	0	3
CCOC(=O)/C(C#N)=C/c1cn(CCC(=O)O)nc1-c1ccc(F)cc1	-1	-1.0	x	0.2	-2	6	-4	-3	0
c1ccc(OCc2nc(-c3ccccc3)no2)cc1	-4	2.6	19	0.0	0	-1	0	-1	1
N#CCSc1nnc(Cc2cccc3ccccc23)n1C1CCCCC1	8	2.8	-6	0.2	11	5	-3	-3	0
COC(=O)c1cnc(N2CCOCC2)nc1C(F)(F)F	-5	-0.1	5	0.0	3	5	-6	4	-2
CCc1nnc(SCC(=O)N2CCCc3ccccc32)nc1CC	-2	1.4	9	0.0	-5	7	2	3	0
CCC1CCCCN1C(=O)N[C@@H](Cc1ccccc1)C(=O)O (stereo partly specified)	2	1.1	4	0.2	1	5	-2	-3	-2
CN(C(=O)COC(=O)c1ccc(-c2ccc(O)cc2)cc1)C1CCS(=O)(=O)C1 (stereo unspecified)	-1	-3.3	-5	-0.2	6	-1	-2	2	1
CC(C)(C)NC(=O)C(c1ccco1)N(C(=O)c1ccc(CN2CCOCC2)o1)c1ccccc1 (stereo unspecified)	-4	-3.0	22&-4	-0.5	8	3	-5	5	-1
COCCN(CCOC)S(=O)(=O)c1ccc(/C(O)=C(\C#N)c2nc3ccccc3[nH]2)cc1	1	0.4	-34	0.1	7	-4	-4	2	1
O=C(O)c1ccc(-c2sc(Nc3ccccc3)n[n+]2-c2ccccc2)cc1	0	1.8	-5	0.4	-8	-6	3	3	-3
